# PGC1a acetyl inh = lowers PGC1a acetylation signal in U2OS cells; AlphaScreen anti-acetyl-lysine; with virally co-expressed GCN5 acetyltransferase; inhibition, % at 15.6 µM; hit rate 0.17% among 350,000; AID 651687;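 active = every replicate shows inhibition of at least 40%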;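 also: 0% = neutral control wells and 100% = positive control wells; some results beyond the cut were filed as inactive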
# Xi reactivation = activators of X-chromosome reactivation in mouse fibroblasts. hit rate 0.055% among 360,000. AID 743238. XiGFP mouse fibroblasts, % GFP-positive cells imaging, 3 d; cells co-treated with 5-aza-dC sensitizer; scaled so ellipticine positive control = 100%. activation, % at 7.58 µM;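 active = mean normalized replicate activation at least 10% and every replicate at or above 10%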;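 also: 0% = median of on-plate neutral control wells and 100% = ellipticine 6 µM median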
#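 material = 68-5-11 XiGFP fibroblast line | medium = DMEM plus 5-aza-dC sensitizer | schedule = 3 days compound exposure | benchmarks = positive control ellipticine, 6 µM final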
# Cneo AK release = Cryptococcus neoformans lysis via adenylate kinase release; C. neoformans lysis, adenylate kinase release luminescence, 4 h; normalised: neutral wells 0, clomiphene wells 100; lysis activity, % at 15 µM; hit rate 0.2% among 360,000; AID 651654;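 active = mean lysis activity across replicates of at least 80%, whatever share of replicates individually reach that level; inactive = mean lysis activity below 80%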
#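 Material: C. neoformans cells; Schedule: 4 h static compound exposure, 37 °C, read 1 h post-reagent; Measured by: adenylate kinase release luminescence; Read-out: signal increase indicating cell lysis; Controls: Clomiphene as positive lysis control.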
# S100A4 inh HTS = inhibitors of human S100A4 binding to myosin IIA peptide | P26447 | S100A4/TAMRA-MyoIIA peptide fluorescence polarization | inhibition, % at 10.7 µM | hit rate 0.14% among 360,000 | AID 652163;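 active = mean inhibition of at least 70% across replicates, with every replicate also reaching that level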
# Target sequence (P26447 whole entry, looked up): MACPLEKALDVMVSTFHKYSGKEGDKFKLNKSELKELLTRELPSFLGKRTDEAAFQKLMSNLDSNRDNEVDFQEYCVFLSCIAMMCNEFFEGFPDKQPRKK
#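 Test system: S100A4 monomer protein. Medium: HEPES buffer with Ca2+, pH 7.2. Reagent: fluorescent myosin IIA peptide, 5 nM. Compound dosing: single-point compound testing. Timing: 5 min between mix addition and reading. Benchmarks: DMSO neutral and TFP positive wells.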
# ERAP1 HTS inh = blocks human ERAP1 aminopeptidase activity; Q9NZ08; recombinant ERAP1, Leu-AMC fluorescence, 60 min; inhibition, % at 10.7 µM; hit rate 0.15% among 340,000;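 active = mean replicate inhibition of at least 30%, or all replicates individually reaching that 30% level; inactive = mean below 30% and not every replicate reaching it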;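 also: 0% = neutral control wells and 100% = L-leucinethiol positive control wells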
# Target sequence (Q9NZ08 whole entry, looked up): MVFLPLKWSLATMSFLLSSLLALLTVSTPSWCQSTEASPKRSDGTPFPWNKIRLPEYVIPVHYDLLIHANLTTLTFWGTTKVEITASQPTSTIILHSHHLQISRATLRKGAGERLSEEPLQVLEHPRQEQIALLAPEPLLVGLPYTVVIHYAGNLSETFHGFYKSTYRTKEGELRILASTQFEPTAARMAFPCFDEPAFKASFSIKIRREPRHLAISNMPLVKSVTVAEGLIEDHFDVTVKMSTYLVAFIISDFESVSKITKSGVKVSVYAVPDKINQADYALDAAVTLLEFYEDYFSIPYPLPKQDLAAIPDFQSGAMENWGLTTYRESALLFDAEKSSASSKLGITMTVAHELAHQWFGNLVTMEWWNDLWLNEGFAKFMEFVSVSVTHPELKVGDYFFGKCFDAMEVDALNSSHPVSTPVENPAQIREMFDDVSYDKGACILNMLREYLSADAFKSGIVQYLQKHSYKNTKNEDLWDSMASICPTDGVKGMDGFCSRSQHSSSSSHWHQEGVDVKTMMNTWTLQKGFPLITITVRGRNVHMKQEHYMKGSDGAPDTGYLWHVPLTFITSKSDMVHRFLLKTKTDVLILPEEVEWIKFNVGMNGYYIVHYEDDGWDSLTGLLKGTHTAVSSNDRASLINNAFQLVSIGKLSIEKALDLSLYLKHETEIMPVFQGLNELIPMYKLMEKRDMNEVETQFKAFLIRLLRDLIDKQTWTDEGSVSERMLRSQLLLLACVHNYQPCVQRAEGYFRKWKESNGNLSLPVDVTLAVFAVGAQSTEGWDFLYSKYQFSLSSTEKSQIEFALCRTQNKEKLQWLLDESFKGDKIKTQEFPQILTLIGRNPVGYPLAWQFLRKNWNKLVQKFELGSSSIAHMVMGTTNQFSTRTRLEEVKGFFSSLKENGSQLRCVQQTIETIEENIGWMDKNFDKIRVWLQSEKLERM
# SIRT5 block = blocks human SIRT5 desuccinylation of peptide; hit rate 1.1% among 330,000; inhibition, % at 15 µM; Purified SirT5, succinyl-peptide AMC, trypsin-coupled fluorescence; AID 652115; in the data active = inhibition above about 15%
# LGR2 antag = blocks bursicon-induced cAMP signaling via Drosophila LGR2 | HEK293 LGR2, CRE-luciferase, bursicon-stimulated, 4 h | inhibition, % at 9.99 µM | AID 720647 | hit rate 0.35% among 380,000;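 active = drop in luminescence signal, shown as inhibition above about 50% in the replicate tests, limit read from the data, passing the limit was not always enough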;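 also: agonist challenge used bursicon conditioned medium at about half maximal strength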
# Statin myotox sup = suppression of simvastatin myotoxicity. C2C12 myotubes + simvastatin, ATP luminescence, 48 h; scaled: DMSO 0, geranylgeraniol control 100. rescue of ATP level, % at 7.49 µM. hit rate 0.78% among 330,000. AID 602340;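 active = mean ATP rescue above about 67%, or every replicate alone reaching that limit, limit read from the data, passing the limit was not always enough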;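 also: myotubes were challenged with 10 µM simvastatin during compound exposure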
# Starred values were filed as active, the others as inactive; . = no result given; & = joins results of further samples. Some of the compounds tested; the hit share may differ from the screen's.
1) Cc1ccc2[nH]ccc(=O)c2c1
2) Cc1ccc(S(=O)(=O)NCC(=O)OCC(=O)c2c(N)n(C)c(=O)n(C)c2=O)cc1
3) COc1ccc(NC(=O)c2cc(-c3ccco3)on2)cc1OC
4) O=C(N/N=C/c1sc(N2CCOCC2)nc1-c1ccccc1)c1cccc(S(=O)(=O)N2CCCC2)c1
5) O=C(O)C1CCN(C(=O)CCN2C(=O)S/C(=C\c3ccccc3)C2=O)CC1
6) C[C@H]1CN([C@@H](C)CO)C(=O)c2cc(-c3ccc(C#N)cc3)cnc2O[C@@H]1CN(C)CC1CCOCC1
7) COc1ccc(Cc2nc(-c3cccs3)no2)cc1
8) COc1ccc(N(CC(=O)NCc2ccco2)C(=O)CNS(=O)(=O)c2ccc(Cl)cc2)cc1

entry no.	1	2	3	4	5	6	7	8
PGC1a acetyl inh	0	1	7	4	11	0	.	.
Xi reactivation	0.0	-0.1	-0.1	0.0	0.2	0.3	0.4	0.0
Cneo AK release	2	.	-3	.	2	3	0	0
S100A4 inh HTS	3	-4	1	-11	-2	-4	3	1
ERAP1 HTS inh	1	9	0	2	-1	3	-1	0
SIRT5 block	.	-1	0	8	1	-12	2	-1
LGR2 antag	-15	6	-15	.	8	2	-82	-13
Statin myotox sup	3	.	1	.	4	5	3	2

# Ordered by SMILES length (low to high): some entries from above
1) Cc1ccc2[nH]ccc(=O)c2c1
7) COc1ccc(Cc2nc(-c3cccs3)no2)cc1
3) COc1ccc(NC(=O)c2cc(-c3ccco3)on2)cc1OC
5) O=C(O)C1CCN(C(=O)CCN2C(=O)S/C(=C\c3ccccc3)C2=O)CC1
6) C[C@H]1CN([C@@H](C)CO)C(=O)c2cc(-c3ccc(C#N)cc3)cnc2O[C@@H]1CN(C)CC1CCOCC1

entry no.	1	7	3	5	6
PGC1a acetyl inh	0	.	7	11	0
Xi reactivation	0.0	0.4	-0.1	0.2	0.3
Cneo AK release	2	0	-3	2	3
S100A4 inh HTS	3	3	1	-2	-4
ERAP1 HTS inh	1	-1	0	-1	3
SIRT5 block	.	2	0	1	-12
LGR2 antag	-15	-82	-15	8	2
Statin myotox sup	3	3	1	4	5

# Further records follow:
9) CC(=O)N1c2ccc(S(=O)(=O)NCCC(=O)Nc3ccc(C)c(F)c3)cc2CC1C (centres undefined)
10) Cc1cccc(NC(=O)CN2C(=O)N/C(=C\c3ccc(N4CCOCC4)cc3)C2=O)c1
11) Cc1cc(C)n2nc(C(=O)OCC(=O)N(C)C3CCS(=O)(=O)C3)nc2n1 (centres undefined)
12) O=C(C=Cc1ccccn1)c1ccccc1O
13) CC1(C)N=C(c2ccccn2)C(C)(C)N1O
14) Cc1cccn2c(=O)c(/C=C(\C#N)C(=O)NC3CCS(=O)(=O)C3)c(N3CCC(C(N)=O)CC3)nc12 (centres undefined)
15) O=C(Nc1cc(F)ccc1F)N1CC(=O)N2[C@H](C1)[C@H](c1ccc(C#CC3CCCCC3)cc1)[C@@H]2CO
16) Cc1ccc(-c2cc(C(=O)N3CCN(C4CCS(=O)(=O)C4)CC3)c3ccccc3n2)cc1 (centres undefined)

entry no.	9	10	11	12	13	14	15	16
PGC1a acetyl inh	-1	.	4	7	6	.	0	8
Xi reactivation	0.2	0.0	0.4	0.0	.	0.0	0.0	0.0
Cneo AK release	8	-3	0	0	5	.	.	-2
S100A4 inh HTS	-1	1	-3	-3	.	-8	6	0
ERAP1 HTS inh	-9	4	0	1	.	-296	-1	-2
SIRT5 block	-2	.	-1	1	.	-127	18*	3
LGR2 antag	-3	6	9	-1	10	13	12	.
Statin myotox sup	1	-7	7	3	10	.	.	-24

17) c1ccc(Cc2c(-c3ccccc3)nc3c4ccccc4ccn23)cc1
18) CCCCc1cc(=O)oc2cc(C)cc(OC(C)C(=O)NCc3ccncc3)c12 (centres undefined)
19) CC(=O)c1ccc(NC(=O)c2ccc3nc(C)sc3c2)cc1
20) O=C(NN=Cc1ccc(O)cc1)c1ccccc1NS(=O)(=O)c1cccs1
21) O=C(C[C@H]1CC[C@@H](NS(=O)(=O)c2ccccc2)[C@@H](CO)O1)N1CCc2ccccc2C1
22) NC(=O)c1ccsc1NC(=O)COc1ccccc1
23) Cc1ccccc1S(=O)(=O)N1C(c2ccc(Cl)cc2)CC=C(C(=O)O)C1c1cccc(Cl)c1 (centres undefined)
24) CCC1(c2ccccc2)NC(=O)N(CC(=O)Nc2cc(S(=O)(=O)N3CCCCC3)ccc2N(C)C)C1=O (centres undefined)

entry no.	17	18	19	20	21	22	23	24
PGC1a acetyl inh	4	1	-1	12	5	-5	.	.
Xi reactivation	-0.1	0.1	0.0	0.1	-0.5	.	-0.1	-0.2
Cneo AK release	0	.	-2	-1	-2	-10	.	.
S100A4 inh HTS	-3	-6	3	-7	5	4	-1	0
ERAP1 HTS inh	0	1	-1	-7	3	-3	2	-1
SIRT5 block	-5	-5	-3	4	-2	4	.	-1
LGR2 antag	-7	-14	-50	-4	-11	-77	-1	-19
Statin myotox sup	-8	-18	27	9	7	.	.	14

25) COC(=O)c1ccc2nc(NC(=O)C3CC3)sc2c1
26) CC(=O)Nc1ccc(Nc2ncnc(N)c2[N+](=O)[O-])cc1
27) CCOC(=O)C1CCCCN1Cc1cccc(OCc2ccccc2)c1 (centres undefined)
28) C[C@@H]1CN([C@H](C)CO)C(=O)CCCn2cc(nn2)CO[C@@H]1CN(C)C(=O)Nc1ccc(N2CCCCC2)cc1
29) Cc1ccc(C)c(N2CCN(S(=O)(=O)c3ccc4[nH]c(=O)c(=O)[nH]c4c3)CC2)c1
30) CCCN1[C@@H]2Cn3c(ccc(-c4cccc(OC)c4)c3=O)[C@H]1[C@@H](C(=O)NCC)[C@@H]2CO
31) COCC(=O)Nc1ccc2c(c1)C(=O)N(C)[C@H]1CC[C@@H](CC(=O)NCCCN(C)C)O[C@@H]1CO2
32) Cc1[nH]c(C)c(S(=O)(=O)NCc2ccco2)c1C(=O)N1CCCCC1

entry no.	25	26	27	28	29	30	31	32
PGC1a acetyl inh	7	.	.	-11	4	.	5	2
Xi reactivation	0.0	0.0	0.0	-0.1	.	0.2	0.0	0.0
Cneo AK release	-8	.	3	19	0	2	7	1
S100A4 inh HTS	-1	3	1	-21	.	0	3	58
ERAP1 HTS inh	-1	3	0	4	.	-1	2	4
SIRT5 block	0	-4	-5	-2	.	-4	-4	-9
LGR2 antag	-59	-6	-8	8	-15	-5	0	2
Statin myotox sup	-2	.	7	-4	7	8	-32	-1

33) O=C(O)c1ccc(NC(=S)Nc2ccccc2)cc1
34) CCc1ccc2[nH]c(C(=O)N(C)c3ccc(F)cc3F)cc2c1
35) CC(C)(C)S(=O)(=O)N1C[C@@H]2CC(=O)C=C2[C@H]1CCO
36) C[C@H](CO)N1C[C@H](C)[C@H](CN(C)Cc2ccncc2)Oc2ncc(Br)cc2C1=O
37) CCCN(CCC)CCCNC(=O)c1cc2c(=O)n(CC)c3ccccc3c2s1
38) CCOC(=O)C1=NNC2C(=O)N(Cc3ccccc3)C(=O)C12 (centres undefined)
39) COc1ccc(C(C#N)c2nc3ccccc3nc2Cl)cc1 (centres undefined)
40) COc1ccc(S(=O)(=O)Nc2ccc3c(c2)C(=O)N([C@@H](C)CO)C[C@@H](C)[C@@H](CN(C)S(=O)(=O)c2ccc(C)cc2)OCCCC[C@@H](C)O3)cc1

entry no.	33	34	35	36	37	38	39	40
PGC1a acetyl inh	.	-5	.	0&-1&-3	.	.	5	-8
Xi reactivation	0.0	0.0	-0.2	0.1&-0.8	0.0	0.1	-0.1	0.3
Cneo AK release	0	1	.	0&-5&-1	-1	.	-2	-6
S100A4 inh HTS	1	-3	-3	0&-1&8	-2	21	-3	-12
ERAP1 HTS inh	-30	0	0	9&-2&-3	-3	-2	0	1
SIRT5 block	3	1	0	-3&3&5	-13	-3	-2	6
LGR2 antag	-14	-17	2	-1&3	-14	.	-16	11
Statin myotox sup	.	-17	.	9&0&17	-24	.	9	.

41) CN1CCC(=NNC(=O)C(=O)Nc2cccc(Br)c2)CC1
42) CCOC(=O)N1CCC(NC(=O)c2cccs2)CC1
43) C[C@H](CO)N1C[C@H](C)[C@H](CN(C)C)Oc2ccc(NC(=O)NC3CCCCC3)cc2CC1=O
44) COc1ccccc1NC(=O)COc1cc(Br)c(CNCCCN2CCOCC2)cc1OC
45) O=C(Nc1ccc(NC(=O)C2CC2)nc1)c1cnccn1
46) CC(=O)N(C)C[C@@H]1Oc2cc(-c3cncnc3)ccc2S(=O)(=O)N([C@@H](C)CO)C[C@H]1C
47) Cc1cccc(OCCCC(=O)NNC(=O)c2ccncc2)c1
48) C[C@H]1CN([C@@H](C)CO)C(=O)c2cc(Br)cnc2O[C@@H]1CN(C)Cc1ccccc1

entry no.	41	42	43	44	45	46	47	48
PGC1a acetyl inh	-4	.	-5	-18	6	8	6	12
Xi reactivation	0.0	0.2	0.0	1.3	0.2	-0.9	0.0	-0.9
Cneo AK release	.	.	-1	1	.	1	.	-4
S100A4 inh HTS	3	-20	6	-12	-4	10	-16	5
ERAP1 HTS inh	4	14	-2	.	1	1	-2	1
SIRT5 block	1	1	0	-4	-5	10	-10	0
LGR2 antag	0	-1	-2	-26	3	-1	1	-1
Statin myotox sup	.	.	6	8	0	-7	16	-1

49) COC(=O)c1nn(-c2nc(-c3ccc(OC)c(OC)c3)cc(C(F)(F)F)n2)cc1[N+](=O)[O-]
50) COc1cccc(-c2cc(C(=O)Nc3ccc(N(C)C(C)=O)cc3)c3cc(Br)ccc3n2)c1
51) CN1CCN(C(=O)C[C@H]2CC[C@H](NS(=O)(=O)c3cccc(F)c3)[C@H](CO)O2)CC1
52) CCOC(=O)C1C(c2ccccc2)C(C(=O)OCC)S(=O)(=O)C(CCN(CC)CC)S1(=O)=O (centres undefined)
53) COc1ccc(S(=O)(=O)N(C)C[C@@H]2Oc3ncc(C#CC4(O)CCCC4)cc3C(=O)N([C@@H](C)CO)C[C@H]2C)cc1
54) CNC[C@H]1Oc2c(NC(=O)c3ccc(-c4nccs4)cc3)cccc2C(=O)N([C@H](C)CO)C[C@@H]1C
55) C[C@H]1CN([C@@H](C)CO)C(=O)c2cccc(NS(=O)(=O)c3ccc(F)cc3)c2O[C@H]1CN(C)C(=O)Nc1ccc2c(c1)OCO2
56) COc1cccc(-c2cccc(-c3nc(C(=O)NCCCN4CCOCC4)cc4c3[C@H](CCO)N(S(=O)C(C)(C)C)C4)c2)c1 (some centres undefined)
57) COC(=O)Cc1ccc(OC2(C)CCN(Cc3ccccc3)C2)cc1 (centres undefined)
58) CC(C)c1ccc(N=Cc2c(O)c3ccccc3oc2=O)cc1

entry no.	49	50	51	52	53	54	55	56	57	58
PGC1a acetyl inh	-9	-9	-10	.	-2	-1	14	-6	.	.
Xi reactivation	-0.2	0.0	-0.2	0.0	-0.3	-0.2	0.1	-0.1	0.3	0.0
Cneo AK release	.	0	2	2	-4	48	-9	0	-1	-4
S100A4 inh HTS	3	-2	-18	17	13	-17	-8	-19	0	-4
ERAP1 HTS inh	.	.	0	5	1	0	4	-2	-3	-1
SIRT5 block	1	-3	2	-2	1	4	-4	-8	0	-4
LGR2 antag	-5	22	7	23	6	-1	-2	6	4	-17
Statin myotox sup	.	12	-7	3	14	-4	-35	5	2	24
